POLK inh – qHTS for Inhibitors of Polymerase Kappa. DNA polymerase kappa (Homo sapiens), Q9UBT6. purified Pol kappa, fluorescent DNA synthesis assay, 10 min. Potency, µM (top dose mostly 107 µM), inactives show top-dose activity, negative = inhibition, actives largely listed as inhibitors. 400,000 compounds, 0.53% hits. AID 588579, 2011; further: potency means the concentration at half of the fitted maximal effect; on the % scale 0 is the no-effect control and ±100 the full control effect
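Pol kappa 10 nM + cpd, 15 min RT; start w/ substrate 50 nM final; fluorescence kinetic read, 0 and 10 min. Neg ctrl: buffer, no enzyme.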
GRP78 ERSR act – qHTS for Inducers of the Endoplasmic Reticulum Stress Response (ERSR) in Human Glioma: qHTS; U87-MG GRP78 promoter luciferase reporter, 16 h; Potency, µM, without a hit: top-dose activation, actives largely listed as activators; 420,000 compounds, 0.02% hits; AID 602332, 2012; further: potency means the concentration at half of the fitted maximal effect; series mostly up to about 76 µM; % of control where 0% means no effect; nearly all actives have a fitted effect of over 35% in size
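ERSR induction read as luciferase luminescence (Bright-Glo, 10 min at room temperature) in stably transfected human U87-MG glioma cells exposed to compounds for 16 h, using GRP78 as sensor.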
Pol eta inh – qHTS for Inhibitors of Polymerase Eta. DNA polymerase eta (Homo sapiens), Q9Y253. recombinant Pol eta, fluorescent DNA replication assay. Potency, µM (titrated, usually from 114 µM), for the others: at the highest dose activity change, negative = inhibition, actives largely listed as inhibitors. 390,000 compounds, 1.2% hits. AID 588591, 2011; further: potency means the concentration at half of the fitted maximal effect; on the % scale 0 is the no-effect control and ±100 the full control effect
Target sequence (Q9Y253 whole entry, looked up): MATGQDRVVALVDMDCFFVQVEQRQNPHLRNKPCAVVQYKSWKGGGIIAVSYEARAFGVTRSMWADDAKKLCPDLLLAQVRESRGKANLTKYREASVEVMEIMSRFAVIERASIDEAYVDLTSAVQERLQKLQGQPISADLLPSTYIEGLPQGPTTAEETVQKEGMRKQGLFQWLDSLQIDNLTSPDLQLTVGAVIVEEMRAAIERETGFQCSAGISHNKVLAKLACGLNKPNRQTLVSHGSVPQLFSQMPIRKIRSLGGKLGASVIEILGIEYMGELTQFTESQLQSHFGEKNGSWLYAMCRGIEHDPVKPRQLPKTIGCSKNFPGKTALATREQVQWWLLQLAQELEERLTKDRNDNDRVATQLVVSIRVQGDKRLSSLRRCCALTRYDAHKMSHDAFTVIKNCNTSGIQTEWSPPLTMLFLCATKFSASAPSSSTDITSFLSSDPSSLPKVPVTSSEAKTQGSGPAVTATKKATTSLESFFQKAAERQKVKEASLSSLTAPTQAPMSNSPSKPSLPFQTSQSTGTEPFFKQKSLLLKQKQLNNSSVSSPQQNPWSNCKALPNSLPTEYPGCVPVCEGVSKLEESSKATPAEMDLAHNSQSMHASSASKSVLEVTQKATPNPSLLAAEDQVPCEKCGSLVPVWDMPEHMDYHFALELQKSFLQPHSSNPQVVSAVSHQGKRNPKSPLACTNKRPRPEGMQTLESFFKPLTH
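Pol eta at 10 nM preincubated with compounds 15 min at room temperature; reaction started with fluorescent substrate (50 nM final) and read kinetically at 0 and 10 min.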
BLM helicase inh – qHTS Assay for Inhibitors of Bloom's syndrome helicase (BLM). RecQ-like DNA helicase BLM (Homo sapiens), P54132. recombinant BLM DNA unwinding, fluorescence dequenching. Potency, µM (highest dose often 56.1 µM), inactives show at the highest dose activity change, negative = inhibition, most hits filed as inhibitors. 350,000 compounds, 0.2% hits. AID 2528, 2010;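 further: potency means the concentration at half of the fitted maximal effect; plate controls were vehicle for no effect and no enzyme for full effect; nearly all actives have a fitted effect of over 35% in size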
APEX1 inh – qHTS Assay for Inhibitors of the Human Apurinic/apyrimidinic Endonuclease 1 (APE1). DNA repair nuclease/redox regulator APEX1 (Homo sapiens), P27695. recombinant APE1, TAMRA/BHQ-2 abasic DNA cleavage fluorescence. Potency, µM (doses to about 65.8 µM), inactives show at the top dose activity change, negative = inhibition, most hits filed as inhibitors. 350,000 compounds, 0.35% hits;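 further: potency means the concentration at half of the fitted maximal effect; plate controls were vehicle for no effect and reference inhibitor for full effect; nearly all actives have a fitted effect of over 55% in size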
Target sequence (P27695 whole entry, looked up): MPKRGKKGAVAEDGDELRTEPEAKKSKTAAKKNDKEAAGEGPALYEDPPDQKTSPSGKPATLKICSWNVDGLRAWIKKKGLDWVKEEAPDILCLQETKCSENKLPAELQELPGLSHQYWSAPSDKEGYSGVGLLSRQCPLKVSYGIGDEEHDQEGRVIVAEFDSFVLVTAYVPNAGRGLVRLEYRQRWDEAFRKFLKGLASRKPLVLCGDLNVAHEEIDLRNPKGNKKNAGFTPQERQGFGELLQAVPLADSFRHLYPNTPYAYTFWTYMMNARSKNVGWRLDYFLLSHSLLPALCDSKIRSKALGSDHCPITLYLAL
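Quantitative HTS: incision of a TAMRA/BHQ-2 double-stranded substrate bearing a tetrahydrofuran abasic site by 0.75 nM APE1 raises fluorescence. Substrate 50 nM final, added after 15 min compound preincubation at room temperature; progress as third-minus-first kinetic read difference.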
POLB inh – qHTS Assay for Inhibitors of DNA Polymerase Beta; P06746; Pol beta primer extension/strand displacement, fluorescence kinetic; Potency, µM (titrated, usually from 114 µM), for the others: top-dose activity change, negative = inhibition, usual class: inhibitors; 340,000 compounds, 1.3% hits; AID 485314, 2010; further: potency means the concentration at half of the fitted maximal effect; on the % scale 0 is the no-effect control and ±100 the full control effect
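Values derive from four-parameter Hill fits of normalized kinetic data: reads at 0 and 10 min following addition of 50 nM substrate to 10 nM Pol beta preincubated 15 min with compound.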
POLI inh – qHTS for Inhibitors of Polymerase Iota | DNA polymerase iota (Homo sapiens), Q9UNA4 | Pol iota fluorescent replication assay, 10 min | Potency, µM (series often up to 115 µM), for the others: at the highest dose activity, negative = inhibition, most hits filed as inhibitors | 390,000 compounds, 1% hits; further: potency means the concentration at half of the fitted maximal effect
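Fluorescent replication assay read twice, at 0 min and 10 min after adding 50 nM (final) substrate. Enzyme (10 nM) and compounds were first incubated 15 min at room temperature; enzyme-free buffer wells were negative controls.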
LDHA inh – qHTS assay for inhibitors of human lactate dehydrogenase | L-lactate dehydrogenase A chain (Homo sapiens), P00338 | purified LDHA, NADH/diaphorase-resazurin fluorescence; hits give low values | activity change, % (values are at about 110 or 230 µM) | 480,000 compounds, 0.15% hits; in the data active means activity change below about -30%; inconclusive means mostly about -25% to -30%;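 further: plate controls were DMSO wells for no effect and wells without enzyme for full effect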
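Human LDH5 at 2 nM final in Tris HCl pH 7.4 with 0.06 mM NADH and 0.2 mM pyruvate, reacted 5 minutes at room temperature. Remaining NADH coupled via diaphorase/resazurin; resorufin fluorescence read at 0 and 20 minutes, normalized to enzyme-free and DMSO wells.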
Anesthetic bind – qHTS Assay for Identification of Novel General Anesthetics; Ferritin light chain (Equus caballus), P02791; apoferritin/1-aminoanthracene competitive binding, fluorescence; 350,000 compounds, 0.074% hits; Potency, µM (series often up to 77.5 µM), without a hit: at the highest dose activity change, negative = displacement, most hits filed as inhibitors; further: potency means the concentration at half of the fitted maximal effect; on the % scale 0 is the no-effect control and ±100 the full control effect; nearly all actives have a fitted effect of over 20% in size
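Steps: apoferritin (10 uM) was premixed with half-saturated 1-AMA in PBS, compounds were pin-transferred, plates stood 10 min at room temperature, fluorescence was read at 380/535 nm, and curves were fitted with a Hill equation.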
The depositor's hits bear a star; ? = inconclusive; · = no result given; & = joins results of further samples; [ ] = another dose, or the depositor's remark. Unless noted, the call rests on the fitted dose curve; in most records, active means well fitted curve in the direction sought with a large enough effect; inconclusive means small, poorly fitted or top-dose-only effect, or another doubt; inactive means no such curve, though single readings can be large; an effect the other way counts as inactive or inconclusive. Some of the compounds tested (hit frequency here may not be typical).

# | smiles | POLK inh | GRP78 ERSR act | Pol eta inh | BLM helicase inh | APEX1 inh | POLB inh | POLI inh | LDHA inh | Anesthetic bind
1 | COc1ccccc1N1CCN(C2CCCN(C(=O)CN3CCCCC3=O)C2)CC1 (configuration not stated) | -22% | -1% | -3% | 0% | -8% | 12% | 8% | -5 | -4%
2 | COc1cccc(OCCOc2ccccc2OC(C)C)c1 | -1% | -2% | -19% | -7% | 2% | 2% | 19% | 0 | -7%
3 | O=C1CN(c2ccccc2)C(=O)N1 | -6% | -3% | -7% | -3% | -1% | -10% | 56%[activator] | -4 | 6%
4 | Cc1cc(N(C)C)ccc1N=Nc1ccc(N)cc1 | -15% | -1% | -22% | · | · | · | -10%[58.9 µM] | 11 | ·
5 | Cc1ccc(NC(=O)CN(C)C(=O)c2ccc(Br)o2)cc1 | -15% | 0% | 4% | 0% | 29% | 23% | 8% | -1 | -11%
6 | Cc1cc(C(=O)OCC(=O)N(C)c2ccccc2)ccc1[N+](=O)[O-] | 3% | -1% | -17% | -5% | 9% | 0% | 25% | -1 | -19%
7 | Cn1c(N)c(C(=O)CSc2nnc(-c3cccs3)n2C2CC2)c(=O)[nH]c1=O | -4% | -4% | -3% | · | -5% | · | 31%[activator] | -4 | ·
8 | Cc1cc(C)cc(Oc2nc3c(C)cccn3c(=O)c2/C=C(\C#N)c2nc3ccccc3[nH]2)c1 | -13% | 0% | 241%[activator] | 2% | · | 25% | 48%[activator] | 7 | -8%
9 | CCN(CC)c1ncnc2c1sc1nc(C)cc(C)c12 | -8% | 2% | -9% | -10% | -2% | 23% | 26% | -1 | -20%
10 | Cc1nn(-c2ccccc2)c2nc(C3CC3)cc(C(=O)Nc3ccc(F)cc3)c12 | 12% | -4% | -14% | -1% | · | -1% | -8% | -4 | 3%
11 | Cc1ccc(OCc2cc(C(=O)N(CCO)Cc3cccs3)no2)cc1C | -2% | 2% | -10% | -7% | -11% | 6% | 101%[activator] | -1 | ?
12 | COCCCNC(=S)N1CCN(c2nc(-c3ccc(F)cc3)cs2)CC1 | -1% | 5% | -9% | -11% | 3% | -1% | 9% | 0 | 2%
13 | CCCCNC(=O)C(c1ccc(-c2ccccc2)cc1)N(CCN1CCOCC1)C(=O)CCCCCN1C(=O)NC(c2ccc([N+](=O)[O-])cc2)C(C(=O)OCc2ccccc2)=C1C (configuration not stated) | · | · | · | 0%&-6% | ? | 1% | · | · | -9%&-18%
14 | COc1ccc(C)cc1S(=O)(=O)NC1CC1 | 1% | -3% | -12% | -9% | 14% | -5% | 50%[activator] | -2 | -4%
15 | Cc1ccc(Cn2c(CO)cnc2SCC(=O)NCc2ccccc2Cl)cc1 | -5%[60.1 µM] | -4% | -13% | -2% | · | 1% | -18% | 6 | 34%[activator]
16 | COC(=O)CN1C(=O)C(C)=C(c2ccc(C)cc2)S1(=O)=O | 1% | -2% | -16% | -4% | 1% | 17% | 1%[58.9 µM] | -2 | -10%
17 | COc1cc(C2SCCS2)cc(Br)c1Oc1ncccc1[N+](=O)[O-] | -7% | -4% | -14% | -11% | -3% | 12% | 158%[activator] | -1 | -8%
18 | Cc1cc(C)cc(Nc2cc(C(=O)NC3CCC(C)CC3)c3ccccc3n2)c1 (configuration not stated) | -27% | 2% | 89µM* | -3% | · | -27% | -8% | 7&-3 | 39%[activator]
19 | C=CCNc1nc(Nc2ccc(OC)cc2)nc(OCC)n1 | -14% | -1% | -12% | -4% | 2% | -3% | 20% | -4 | 5%
20 | Nc1csnc1C(=O)O | 4% | -6% | -8% | 0% | -8% | 31% | 16% | -1 | -9%
21 | O=C(CCl)NC(Cc1c[nH]c2ccc(OCc3ccccc3)cc12)C(=O)O (configuration not stated) | -21% | -2% | 6% | -2% | 37% | 0% | -16% | -5 | 0%
22 | Cc1cc(N(C)C)ccc1/C=C/c1ccnc2ccccc12 | -2% | 2% | · | · | · | · | 9% | 3 | ·
23 | CS(=O)(=O)N(CC(=O)Nc1c(F)cccc1F)c1ccc(C23CC4CC(CC(C4)C2)C3)cc1 | 4% | -5% | -1% | -7% | 14% | 18% | ? | -3 | -15%
24 | COc1c(C)cc(S(=O)(=O)NCc2ccco2)c(C)c1C | -24% | -6% | ? | -2% | 14% | 36% | 131%[activator] | -6 | 0%
25 | C=CCN1N=C(c2ccc(NC(=O)c3ccccc3)cc2)CSC1=O | -1% | -4% | ? | -4% | -1% | 39%[activator] | 8% | -3 | -6%

Arranged by the number under Anesthetic bind (smallest number first): 3 of the compounds above.
nr	Molecule	Anesthetic bind
2	COc1cccc(OCCOc2ccccc2OC(C)C)c1	-7%
24	COc1c(C)cc(S(=O)(=O)NCc2ccco2)c(C)c1C	0%
10	Cc1nn(-c2ccccc2)c2nc(C3CC3)cc(C(=O)Nc3ccc(F)cc3)c12	3%

Next section
# | smiles | POLK inh | GRP78 ERSR act | Pol eta inh | BLM helicase inh | APEX1 inh | POLB inh | POLI inh | LDHA inh | Anesthetic bind
26 | CC1=CC2C(C3C=CC2(C)C(=O)C3(C)O)C(C)(O)C1=O (configuration not stated) | 3% | -5% | -13% | · | · | · | 2% | -4 | ·
27 | CC1CC(C)CN(C(=O)COC(=O)c2nccnc2N)C1 (configuration not stated) | 4% | 9% | -13% | · | 8% | · | 24% | -3 | ·
28 | CCOC(=O)N1CCN(C(=O)C(=O)Nc2sc3c(c2C#N)CC(C)(C)OC3)CC1 | 4% | -7% | -12% | -4% | 50%[activator] | 8% | -19% | -2 | 4%
29 | CCOC(=O)c1ccccc1Nc1cn(C(C)=O)c2ccccc12 | -1% | -5% | -3% | -4% | -1% | 3% | 24% | 6 | 41%[activator]
30 | COc1cc(/C=C/C(=O)NC(C)C2CC3CCC2C3)cc(OC)c1OC (configuration not stated) | -3% | -2% | -24% | -4% | 17% | 35% | 23% | -4 | 1%
31 | COC(c1ccccc1)c1nc2ccccc2[nH]c1=O (configuration not stated) | 3% | -7% | -16% | -1% | -9% | 17% | 229%[activator] | -1 | 7%
32 | O=C1NC(c2ccc(Br)cc2)Nc2ccccc21 (configuration not stated) | -4% | -2% | -23% | -7% | 5% | 0% | 128%[activator] | 1 | 30%[activator]
33 | Cc1cccc(C(=O)N2CCC(=O)N([C@H](COCc3cccc(Cl)c3)Cc3ccccc3)CC2)c1 | -14%[60.1 µM] | -1% | · | -7%[75.6 µM] | ? | · | · | 1 | 5%
34 | CC(=NNC(=S)N1CCCCCC1)c1ccccn1 | -21% | 6% | -10% | · | · | · | -7% | -5 | ·
35 | O=C(C1=C[C@@H](c2ccccc2)C[C@@H](OCCCCO)O1)N1CCN(Cc2ccc3c(c2)OCO3)CC1 | -3% | -1% | -13% | -6% | 9% | 27% | 28% | -1 | -2%
36 | COc1ccc(-c2cc3nc(-c4ccccc4)cc(C(F)(F)F)n3n2)cc1 | 8% | 0% | -9% | -1% | · | -1% | 6% | 6 | -2%
37 | Cc1cc(C)cc(NC(=O)CSCc2cc(=O)n3ccsc3n2)c1 | -9% | 1% | -18% | 0% | -9% | -9% | 20% | -3&-10 | -6%
38 | CC(=O)Nc1nc(-c2ccc([N+](=O)[O-])cc2)cs1 | 0% | 2% | -19% | -8% | -3% | 8% | 20% | -6 | -2%
39 | CN(C(=O)COC(=O)c1cc2ccccc2cc1O)C1CCCCC1 | -12% | -2% | -19% | · | 9% | · | 2% | 0 | ·
40 | CCC(C)(C)NC(=O)CN(C(=O)c1csnn1)c1ccccc1-c1ccccc1 | -1% | 0% | -11% | 0% | 10% | 7% | 121%[activator] | -5 | -7%
41 | Cc1ccc(OCCCC(=O)Nc2ccc3c(c2)OCO3)cc1 | -6% | -5% | 5% | -3% | 0% | 3% | -21% | -4 | ?
42 | COc1ccc(/C=C/c2ccncc2)c2ccccc12 | -6% | -2% | -10% | -10% | 17% | -1% | -2% | 7 | -15%
43 | CC(C)(C)c1ccc(C(=O)N/C(=C\c2cccc([N+](=O)[O-])c2)C(=O)Nc2cccc(C(=O)O)c2)cc1 | -10% | 0% | 22µM* | ? | ? | ? | 62%[activator] | -10 | ?
44 | CCOC(=O)N1CCN(CC(O)c2ccc3c(c2)CCN3)CC1 (configuration not stated) | -1% | -5% | -2% | -5% | -12% | -25% | 43%[activator] | -13 | 0%
45 | Cc1cccc(NC(=S)N2CCN(Cc3ccc4c(c3)OCO4)CC2)c1C | 9% | -8% | -14% | -2% | 10% | 1% | 6% | -3 | 2%
46 | CC1CN(S(=O)(=O)c2cccc(-c3csc(-c4ccccc4)n3)c2)CC(C)O1 (configuration not stated) | -25% | 0% | -7% | -7% | 0% | -20% | -2% | -6 | 3%
47 | Cc1ccc2nc(Cl)c(/C=N/NC(=O)c3ccccc3O)cc2c1 | -12% | 0% | ? | ? | -7% | 25% | -2% | -5 | -8%
48 | CS(=O)(=O)N(CC(=O)N1CCN(C(c2ccccc2)c2ccccc2)CC1)C1CCCCC1 | -9% | 0% | -13% | -10% | -2% | 2% | 9% | 0 | -3%
49 | COC(=O)c1c(-c2cccc(C)c2)csc1NC(=O)C1CCCO1 (configuration not stated) | 3% | 2% | -21% | -4% | -3% | -11% | 111%[activator] | 3 | 4%
50 | Cn1ncc(-c2ccno2)c1C(=O)O | 0% | -4% | -11% | 0% | ? | -13% | 43%[activator] | 0 | 0%
51 | O=C(CN1C(=O)S/C(=C\C=C\c2ccccc2)C1=O)Nc1ccc(O)cc1 | -11% | 6% | -17% | -5% | 3% | 5% | 11% | -14 | -21%
52 | CC1CCCC(C)N1/N=C/c1ccc([N+](=O)[O-])cc1 (configuration not stated) | 9% | 5% | -3% | -5% | 62%[activator] | 5% | 28% | -2 | ?
